Granule exo inh: LAMP-1 surface exposure blockers, TALL-104 cells – cell-based, flow cytometry, MLPCN library, primary screen. TALL-104 LAMP-1 surface exposure; cells stimulated with thapsigargin and PMA. inhibition, % at 10 µM. actives 0.66% (n = 360,000). AID 651702, 2012;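 active = inhibition above about 55%, limit read from the data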
N-glyco inh: increase of ERlucT glycosylation luciferase signal, primary screen, N-linked glycosylation inhibitor project, D54 ERlucT cells, luminescence, set 2; D54 ERlucT glycosylation luciferase reporter, 24 h; percent of 100 nM tunicamycin response; reporter increase, % at 12.5 µM; actives 0.23% (n = 360,000); AID 588692, 2011;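 active = mean luciferase reporter signal, scaled so untreated is 0 and the glycosylation-blocking control 100, at or above a set limit in every replicate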;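 also: luciferase carries N-glycosylation sites so blocking glycosylation raises the light; 0% = median of neutral control wells and 100% = median of 100 nM tunicamycin wells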
NOD2 RIPK2 PPI: NOD2-RIPK2 binding disruptors in cells, primary screen, fluorescence, CHO cells, BLA complementation; Receptor-interacting serine/threonine-protein kinase 2 (Homo sapiens), O43353; CCF4 ratio; inhibition, % at 4.98 µM; actives 0.38% (n = 360,000); AID 624267, 2012; in the data active = inhibition above about 21%;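 also: 0% = vehicle only and 100% = reference blocker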
Target sequence (O43353 whole entry, looked up): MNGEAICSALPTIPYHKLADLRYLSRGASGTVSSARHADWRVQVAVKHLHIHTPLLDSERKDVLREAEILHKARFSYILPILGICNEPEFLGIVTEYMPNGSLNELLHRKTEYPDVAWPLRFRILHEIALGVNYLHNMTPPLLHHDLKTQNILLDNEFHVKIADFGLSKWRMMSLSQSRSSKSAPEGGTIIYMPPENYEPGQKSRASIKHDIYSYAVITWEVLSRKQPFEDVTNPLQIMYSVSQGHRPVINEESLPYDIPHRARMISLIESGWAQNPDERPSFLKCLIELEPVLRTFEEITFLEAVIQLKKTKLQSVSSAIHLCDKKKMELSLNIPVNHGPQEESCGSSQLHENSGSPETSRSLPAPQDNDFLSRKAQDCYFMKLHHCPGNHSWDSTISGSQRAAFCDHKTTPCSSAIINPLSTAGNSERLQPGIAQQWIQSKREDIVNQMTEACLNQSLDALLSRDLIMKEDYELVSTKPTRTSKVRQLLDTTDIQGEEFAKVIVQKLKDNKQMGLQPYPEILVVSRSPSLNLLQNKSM
MC4R antagonist: MC4R antagonists of cAMP signaling, primary screen, cell-based, TR-FRET, antagonist arm of biased-ligand search | MC4R-expressing cells, MTII-stimulated cAMP, LANCE TR-FRET | inhibition, % at 6.5 µM | actives 0.48% (n = 360,000) | Melanocortin receptor 4 (Homo sapiens), P32245;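 active = inhibition above its plate's cutoff, the mean of tested wells on that plate plus 3 SD, cut at about 29% in these data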;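 also: 0% = Melanotan II alone and 100% = Melanotan II plus saturating MCL0020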
Target sequence (P32245 whole entry, looked up): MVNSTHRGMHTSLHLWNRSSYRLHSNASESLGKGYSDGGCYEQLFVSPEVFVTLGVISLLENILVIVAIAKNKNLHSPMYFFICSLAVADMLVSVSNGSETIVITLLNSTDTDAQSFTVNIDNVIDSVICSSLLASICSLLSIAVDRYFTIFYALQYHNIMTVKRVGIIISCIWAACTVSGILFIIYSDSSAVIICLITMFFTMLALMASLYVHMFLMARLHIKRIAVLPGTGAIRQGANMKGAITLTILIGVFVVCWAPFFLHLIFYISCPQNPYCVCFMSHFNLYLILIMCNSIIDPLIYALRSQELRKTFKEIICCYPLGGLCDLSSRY
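System: U2OS cells stably expressing human melanocortin 4 receptor (MC4R). Reagent: Melanotan II challenge after compound preincubation. Doses: 6.5 µM. Times: 30-min compound, 1-h challenge, 1-h detection, room temperature. Measured by: TR-FRET with Eu-cAMP and labeled anti-cAMP, 671 nm. Replicates: singlicate.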
Vif inh: HIV Vif self-association inhibitors, primary screen, imaging, HEK293T, single point; AID 602346, 2012; inhibition, % at 7.49 µM; actives 0.35% (n = 340,000); HEK293T cells, Vif self-association by quenched fluorescence, 24 h; in the data active = inhibition above about 50%, passing the limit was not always enough; also: some results filed as inactive read as strong as hits
aDG glyco act: activators of alpha-DG glycosylation, primary screen, uHTS, Pro5-aDG cells, AlphaScreen | alpha-DG glycosylation AlphaScreen (IIH6); 0% Pro5, 100% B10-LARGE cell signal | activation, % at 10 µM | actives 0.22% (n = 360,000) | AID 624168, 2012;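 active = activation of at least 8% versus controls, or a plate z-score of at least 8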;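 also: Pro5 are CHO cells carrying HIG-tagged alpha-DG that lacks glycosylation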
MC4R ag barr: MC4R agonists recruiting beta-arrestin, primary screen, cell-based, luminescence, agonist arm of biased-ligand search | U2OS MC4R beta-arrestin complementation; percent of melanotan II response, DMSO zero | activation, % at 8.9 µM | actives 0.98% (n = 360,000) | AID 540308, 2011;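 active = activation above a per-plate cutoff, the mean activation of sample wells on that plate plus 3 SD, cut at about 8% in these data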
TLR9-MyD88 block: inhibitors of TLR9-MyD88 association in cells, primary screen, cell-based, CHO, BLA complementation, fluorescence. actives 0.21% (n = 340,000). AID 504734, 2011. Toll-like receptor 9 (Homo sapiens) + Myeloid differentiation primary response protein …. CCF4 FRET ratio. inhibition, % at 4.98 µM;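 active = inhibition above the mean over all tested compounds plus 3 SD, cut at about 21% in these data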;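 also: 0% = DMSO only wells and 100% = clavulanate BLA inhibitor control wells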
ABCB6 inh 2: ABCB6 transporter inhibitors, primary screen, K562-ABCB6 cells, flow cytometry, MLPCN library. actives 0.19% (n = 360,000). ATP-binding cassette sub-family B member 6 (Homo sapiens), Q9NP58. K562-ABCB6 porphyrin accumulation, 1 h; active compounds read low. fluorescence ratio to DMSO, % at 10 µM;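 active = fluorescence ratio to DMSO below 75%, the collection mean minus 3 SD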;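 also: signal is porphyrin accumulated inside mitochondria; 100% equals median channel fluorescence of DMSO control wells; lower ratio means ABCB6 inhibition with less porphyrin fluorescence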
ABHD5 PLIN5 PPI: ABHD5-PLIN5 interaction inhibitors, primary screen, cell lysate, split luciferase complementation, luminescence. Perilipin-5 (Homo sapiens) + 1-acylglycerol-3-phosphate O-acyltransferase ABHD5 (Homo …. inhibition, % at 4 µM. Split G. princeps luciferase complementation, 4 h. actives 0.78% (n = 360,000);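 active = inhibition above the mean inhibition across every tested compound plus 3 SD, cut at about 22% in these data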;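 also: 0% = DMSO only wells and the 100% control is not disclosed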
The depositor's hits bear a star; x = no result given; + = active, no number.

Every second line gives: Granule exo inh	N-glyco inh	NOD2 RIPK2 PPI	MC4R antagonist	Vif inh	aDG glyco act	MC4R ag barr	TLR9-MyD88 block	ABCB6 inh 2	ABHD5 PLIN5 PPI
> Cc1oc(S(=O)(=O)N(C)C)cc1C(=O)Nc1ccc(Cl)cc1
 : 0	-2	-4	17	-12	0.4	-1.0	-5	105	-8
> COc1ccc(CNC(=O)COC(=O)CN2C(=O)C(C)Oc3ccc(C)cc32)cc1 (configuration not stated)
 : -9	0	-19	16	8	-0.2	0.6	6	99	1
> Cc1[nH]c(=S)c(C#N)c(C)c1C(=O)Nc1ccccc1
 : 3	1	-2	2	2	-0.1	0.6	5	96	2
> O=C(CN1CCN(Cc2ccccc2)CC1)Nc1cccc(C(F)(F)F)c1
 : 10	0	6	1	-14	-0.1	1.7	11	101	5
> CCOC(=O)c1ccc(NS(=O)(=O)c2cccc3nsnc23)cc1
 : 4	1	-11	3	-6	-0.4	-2.6	-7	94	-3
> CCc1ccc(NC(=O)COC(=O)CC2CCCC2)cc1
 : 8	0	0	8	3	0.3	2.7	5	95	-1
> COc1cc(OC)cc(-c2sc3ccc(OC)cc3c2-c2ccc(OCCN3CCCCC3)cc2)c1
 : 17	-5	-1	19	6	1.0	4.2	-2	110	9
> N#CC1=C(S)N(c2ccc(F)cc2)C2(CCCCC2)NC1=O
 : 81*	1	-4	7	0	-0.3	-4.0	7	99	-3
> O=C(COC(=O)c1cnccn1)NCc1ccc2c(c1)OCO2
 : 2	2	-11	14	-4	0.0	-1.9	-2	97	-1
> O=C(NCCCNC(=O)c1cnccn1)c1cccc(Cl)c1
 : -7	-1	7	3	1	0.0	1.9	8	90	4
> O=C(NC(c1ccccc1)C(Cl)(Cl)Cl)c1ccccc1 (configuration not stated)
 : -4	-3	2	7	-18	-0.1	-0.4	0	90	0
> Cc1nn(-c2ccccc2)c(C)c1-c1cc(C(=O)N/N=C/c2ccc(O)cc2)[nH]n1
 : -5	6	-6	12	-2	-0.1	0.5	-13	102	-1
> N#CCc1nn2c3c(cnc2c1C#N)C(=O)CCC3
 : 0	2	8	9	-1	0.0	1.6	7	102	-4
> O=C(O)c1ccc(-c2ccc(/C=C3\NC(=O)N(Cc4ccc(Cl)cc4)C3=O)o2)cc1
 : 5	1	-11	10	2	0.2	-0.8	-9	87	4
> Cc1cc(Cn2nc(C(=O)NCc3cccc(C(F)(F)F)c3)cc2-c2ccccc2)on1
 : 7	-3	0	0	-2	1.9	-0.4	-10	96	4
> COc1cccc(C2C3=C(CC(C)(C)CC3=O)OC(N)=C2[N+](=O)[O-])c1 (configuration not stated)
 : -3	3	-1	0	1	2.9	0.6	-6	94	4
> COc1ccc(Cl)cc1S(=O)(=O)N1CCCc2ccccc21
 : 32	0	1	7	-6	-0.1	-0.7	0	97	-4
> CC(NC(=O)c1cc(-c2cccnc2)nc2ccc(Br)cc12)C1CCCO1 (configuration not stated)
 : -3	0	9	6	-3	-0.1	-2.2	1	96	-9
> COc1cccc(OC)c1NC(=O)C1CCCN1C(=O)Nc1ccccc1Cl (configuration not stated)
 : 5	3	0	7	20	0.0	-0.5	-3	98	6
> S=c1[nH]nc(Cc2ccccc2)n1-c1ccc(Cl)cc1
 : 1	1	8	1	1	0.1	-2.3	-9	103	-2
> O=C(O)CC(C(=O)OC1CCCCC1)N1CCOCC1 (configuration not stated)
 : -5	3	-4	1	3	-0.1	-0.1	-6	100	4
> Cc1ccc(S(=O)(=O)N2CCCCC2)cc1NC(=O)CSc1nnc(N)s1
 : 2	-2	-2	5	-7	-0.3	1.0	2	82	-3
> COC(=O)C1CCCN1C(=O)C12CC3CC(CC(C3)C1)C2 (configuration not stated)
 : -4	1	-3	5	1	0.0	-0.9	-1	97	16
> O=C(NCC1CCCO1)C1c2ccccc2C(=O)N1Cc1ccc2c(c1)OCO2 (configuration not stated)
 : 0	-1	-10	5	-10	-0.1	0.3	1	88	5
> CCN(CC)S(=O)(=O)c1ccc(N2CCOCC2)c(NC(=O)c2nn(C)c(=O)c3ccccc23)c1
 : 3	-4	-6	8	6	-0.4	-0.8	10	89	-10
> C#CCOCCOCCOCCNc1nc(N2CCN(C(=O)CCCCCCCCCCNC(=O)[C@H]([C@@H](C)CC)n3cc(CCCCCN)nn3)CC2)nc(N2CCN(C(=O)CCCCCCCCCCNC(=O)[C@H]([C@@H](C)CC)n3cc(CCCCN=C(N)N)nn3)CC2)n1
 : 0	-13	69*	57*	+	0.2	-1.1	75*	99	59*
> COc1ccc(S(=O)(=O)NCCC(=O)N2CCCN(C)CC2)cc1
 : 4	2	-9	5	-4	-0.1	1.0	-1	102	4
> CC(=O)c1ccc(-c2ccc(C(=O)NCC3CCCO3)o2)cc1 (configuration not stated)
 : -3	2	-6	12	-14	-0.2	-1.0	4	95	8
> CC(OC(=O)CCN1C(=O)C2CC=CCC2C1=O)C(=O)Nc1cccc(Cl)c1 (configuration not stated)
 : 8	0	1	9	24	0.0	-2.8	-8	100	-1
> CC(=O)c1cccc(NC(=O)CN(C2CCCCC2)S(C)(=O)=O)c1
 : 0	1	-8	11	-7	0.0	-1.5	4	94	1

Single records, as listed above. Order of values: Granule exo inh | N-glyco inh | NOD2 RIPK2 PPI | MC4R antagonist | Vif inh | aDG glyco act | MC4R ag barr | TLR9-MyD88 block | ABCB6 inh 2 | ABHD5 PLIN5 PPI
Profile of `COC(=O)C1CCCN1C(=O)C12CC3CC(CC(C3)C1)C2` (configuration not stated) : -4 | 1 | -3 | 5 | 1 | 0.0 | -0.9 | -1 | 97 | 16
Profile of `Cc1ccc(S(=O)(=O)N2CCCCC2)cc1NC(=O)CSc1nnc(N)s1` : 2 | -2 | -2 | 5 | -7 | -0.3 | 1.0 | 2 | 82 | -3

(continued)
Every second line gives: Granule exo inh	N-glyco inh	NOD2 RIPK2 PPI	MC4R antagonist	Vif inh	aDG glyco act	MC4R ag barr	TLR9-MyD88 block	ABCB6 inh 2	ABHD5 PLIN5 PPI
> Cn1c(SCC(=O)NC2CCCCC2)nnc1-c1ccccn1
 : 0	2	5	3	-6	0.0	-1.5	1	87	3
> O=S(=O)(c1cccc2nsnc12)N1CCN(c2ccccc2F)CC1
 : 1	0	-7	10	0	-0.1	-1.0	4	102	-5
> CCCS(=O)(=O)NCCc1cc2cc(C)c(C)cc2[nH]c1=O
 : 1	0	-1	2	3	0.3	4.1	0	104	-1
> CCc1ccc([C@@H]2C[C@H]3CN(Cc4ccccc4OC)C(=O)[C@]34CCCN24)cc1
 : -1	2	-7	7	-4	0.3	-0.7	-2	111	5
> O=C(NCC1CCCO1)c1ccccc1 (configuration not stated)
 : -2	1	-7	5	17	-0.3	0.2	6	98	2
> COC(=O)c1ccc(N2C(=O)CC(N(C)CCc3ccc(OC)c(OC)c3)C2=O)cc1 (configuration not stated)
 : -2	0	-9	2	-4	0.1	-0.5	-10	100	6
> CN(Cc1ccccc1)C(=O)COc1ccc(N(C)S(=O)(=O)c2ccc(F)cc2)cc1
 : -6	1	-6	2	1	-0.3	0.6	4	97	7
> CC(C)CC(=O)/C(=C\c1ccc(Cl)cc1Cl)n1cncn1
 : 38	-18	-4	21	-13	1.2	-1.3	-3	101	95*
> Fc1cccc(-c2nn[nH]n2)c1
 : -8	0	-6	3	10	0.0	0.8	-10	98	5
> Cc1cccc(Nc2nc(N)nc(CSC(=S)N3CCOCC3)n2)c1
 : -5	0	-5	11	-1	0.3	-1.1	-6	100	-4
> Cc1ccc(OCCC(=O)OCC(=O)N2c3ccccc3CC2C)cc1 (configuration not stated)
 : -1	-2	1	2	x	0.2	-1.6	0	96	-2
> O=C(NCCC1=CCCCC1)C(c1ccccc1)c1ccccc1
 : -2	-5	9	2	-2	0.0	8.5*	6	102	0
> Cc1ccccc1Cn1cnc2ccccc21
 : 9	-1	6	4	-4	0.5	0.4	8	98	-6
> COc1cc2[nH]c3ccccc3c2cc1C
 : 3	1	-4	5	-2	0.3	-0.5	4	97	-2
> CC(=O)NC12CC3CC(C1)CC(C(=O)N(C)CC(=O)Nc1cccc(F)c1)(C3)C2
 : 2	0	3	9	6	0.1	0.7	1	98	-2
> CCOc1ccc(C(C(=O)NC2CCCCC2)N(C(=O)Cc2cccs2)c2ccc(-n3cnnn3)c(OC)c2)cc1 (configuration not stated)
 : -1	-2	2	12	-2	0.3	-1.1	-2	92	6
> O=C(CNC(=O)c1ccc(Br)o1)Nc1ccc(N2CCCCCC2)cc1
 : 0	3	-7	6	0	-0.4	-2.1	-6	105	-22
> O=C(O)/C=C\C(=O)Nc1cccc(C(=O)Nc2cccc(O)c2)c1
 : 0	1	-1	1	-5	-0.3	-2.2	-12	92	-1
> O=C(O)Cn1ccnc1[N+](=O)[O-]
 : 3	1	-4	0	11	0.2	1.5	-6	99	-5
> COc1ccc(NC(=O)c2cc(CN3C(=O)c4ccccc4C3=O)ccc2OC)cn1
 : 2	12	0	-26	9	-0.2	-0.9	3	70*	-6
> NS(=O)(=O)c1cc(C(=O)OCC(=O)Nc2ccc(N3CCCCC3)cc2)ccc1Cl
 : 5	-1	-15	13	x	-0.2	-1.1	0	95	0

A portion of the library; rates above refer to the full screens.
